V1aR counter: activates human V1a receptor in oxytocin agonist counter-screen | P37288 | actives 0.25% (n = 320,000) | activation, % at 3 µM | CHO-V1R cells, Fluo-8 calcium fluorescence, agonist mode; 0% DMSO, 100% 3 nM vasopressin | AID 2797;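 active means activation above the mean activation of all tested compounds plus 3 SD, per screening run, cut at about 20% in these data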;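 further: signal is peak over basal fluorescence ratio across a 100 second FLIPR read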
Target sequence (P37288 whole entry, looked up): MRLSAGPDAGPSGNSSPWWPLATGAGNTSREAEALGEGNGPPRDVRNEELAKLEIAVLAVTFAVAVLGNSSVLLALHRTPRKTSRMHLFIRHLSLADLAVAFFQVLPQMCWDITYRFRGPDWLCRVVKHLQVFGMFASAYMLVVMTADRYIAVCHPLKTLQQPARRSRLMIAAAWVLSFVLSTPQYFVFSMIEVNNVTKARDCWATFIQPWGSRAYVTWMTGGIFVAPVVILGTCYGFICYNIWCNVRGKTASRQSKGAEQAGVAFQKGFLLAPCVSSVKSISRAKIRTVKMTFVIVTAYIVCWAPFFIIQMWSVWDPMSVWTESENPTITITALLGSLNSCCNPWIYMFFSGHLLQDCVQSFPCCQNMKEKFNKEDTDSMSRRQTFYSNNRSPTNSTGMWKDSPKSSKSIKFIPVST
CHO-K1 Ca PAM: nonselective activator or artifact in parental CHO-K1 calcium assay; activation, % at 3 µM; actives 0.02% (n = 360,000); ATP EC20, Fluo-8 calcium fluorescence; 0% at ATP EC20, 100% at ATP max; AID 602247;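 active means activation above the run cutoff, the mean activation of all test compounds plus 3 SD, cut at about 40% in these data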;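 further: peak over basal fluorescence ratio in a 140 s read after ATP addition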
TAAR1 ag: human TAAR1 agonism; CHO RD-HGA16 TAAR1, Fluo-8 calcium fluorescence; vehicle wells 0%, saturating PEA agonist 100%; activation, % at 3 µM; actives 0.99% (n = 360,000); AID 624467;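 active means activation above the mean activation of all test compounds in the run plus 3 SD, cut at about 38% in these data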
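Benchmarks: low control DMSO, high control PEA (EC100); System: CHO RD-HGA16 cells carrying human TAAR1 plus Gα16; Detection: Fluo-8 fluorescence, 5 s baseline then 140 s kinetic read; Schedule: 17-24 h plating, Fluo-8 75 min 37 °C, 30 min RT; Read-out basis: % activation from peak over basal fluorescence ratio, DMSO-to-PEA scaled.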
TAAR1 antag: human TAAR1 antagonism; Q96RJ0; CHO RD-HGA16 TAAR1, Fluo-8 calcium fluorescence, antagonist; inhibition, % at 3 µM; actives 1.5% (n = 360,000); AID 624466;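 active means inhibition above a per-plate cutoff, the mean inhibition of test compounds on that plate plus 3 SD, cut at about 49% in these data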;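 further: 0% = DMSO plus EC80 beta-PEA response and 100% = DMSO alone without agonist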
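System: CHO RD-HGA16 cells bearing hTAAR1. Reagent: EC80 β-phenethylamine stimulus. Schedule: seeding 17-24 h prior, 75-min 37 °C, 30-min RT dye loading. Signal: Fluo-8 intracellular calcium dye fluorescence, real-time kinetic reads. Read-out: % inhibition from peak post-agonist over basal fluorescence ratio. Benchmarks: vehicle wells and EC80 agonist wells. Replicates: n of 1.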
M1 ag: human M1 muscarinic receptor agonism. P11229. activation, % at 3 µM. CHO-K1 hM1, Fluo-8 calcium fluorescence, agonist mode; 0% DMSO, 100% acetylcholine EC100. actives 0.33% (n = 360,000);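 active means activation above the run's mean compound activation plus 3 SD, cut at about 16% in these data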;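 further: peak over basal fluorescence ratio within a 140 s kinetic read after compound addition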
CHO parental Ca: counter-screen for OX1R antagonists: effect in parental CHO cells. parental CHO-K1, ATP-induced calcium, Fluo-8 fluorescence. inhibition, % at 5.6 µM. actives 0.63% (n = 330,000). AID 463079;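 active means inhibition above that plate's mean sample inhibition plus 3 SD, cut at about 26% in these data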;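 further: 0% = ATP-challenged DMSO wells and 100% = DMSO wells without ATP; some compounds past the cut are filed as inactive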
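material = parental CHO cells | also added = ATP as calcium-mobilizing challenge | dosing = single point at 5.6 µM | detection = intracellular calcium via Fluo-8 no-wash fluorescent dye | read-out = % inhibition | benchmarks = low control ATP plus DMSO, high control DMSO only | repeats = one well per compound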
M1 ag parental: M1 agonist counterscreen hit in parental CHO-K1 cells; AID 602248; Fluo-8 calcium fluorescence; scaled to maximal ATP response, vehicle zero; activation, % at 3 µM; actives 0.48% (n = 360,000); in the data active means activation above about 15%;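 further: untransfected CHO-K1 host cells lacking M1 receptor as counterscreen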
OXTR potentiate: potentiates the human oxytocin receptor response. CHO-OTR cells, Fluo-8 calcium fluorescence, potentiator mode; 0% = oxytocin EC15, 100% = EC100. P30559. activation, % at 3 µM. actives 0.061% (n = 320,000);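 active means activation above that plate's cutoff, the mean activation of tested compounds plus 3 SD, cut at about 6.6% in these data, passing the limit was not always enough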;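 further: 100% uses oxytocin at 75 nM as the full agonist control; some results filed as inactive read as strong as hits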
Target sequence (P30559 whole entry, looked up): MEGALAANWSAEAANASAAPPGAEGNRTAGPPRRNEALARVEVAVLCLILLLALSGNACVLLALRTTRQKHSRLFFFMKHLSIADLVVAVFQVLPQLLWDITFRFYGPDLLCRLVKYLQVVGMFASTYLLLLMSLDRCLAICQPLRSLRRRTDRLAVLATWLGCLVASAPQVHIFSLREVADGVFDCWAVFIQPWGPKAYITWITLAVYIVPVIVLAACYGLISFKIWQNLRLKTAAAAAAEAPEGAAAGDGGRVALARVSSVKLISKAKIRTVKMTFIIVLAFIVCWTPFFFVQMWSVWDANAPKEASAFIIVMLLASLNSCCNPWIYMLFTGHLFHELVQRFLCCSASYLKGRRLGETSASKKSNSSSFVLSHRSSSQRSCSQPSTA
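System: human OTR in CHO cells / Also added: sub-maximal oxytocin, roughly EC15 / Control set: EC15 oxytocin low, 75 nM oxytocin high / Schedule: 6 min compound pre-incubation at room temperature, 100 s kinetic read / Compound: single-point 3.0 µM / Replication: singlicate / Technique: Fluo-8 calcium dye fluorescence / Read-out basis: % activation of max/min ratio relative to oxytocin controls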
CHO-K1 Ca antag: nonselective inhibitor or artifact in parental CHO-K1 cells. ATP-induced calcium, Fluo-8 fluorescence. inhibition, % at 3 µM. actives 0.6% (n = 360,000). AID 602250;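 active means inhibition above a per-plate cutoff, the plate's mean sample inhibition plus 3 SD, cut at about 24% in these data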;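 further: 0% = DMSO plus EC80 ATP and 100% = DMSO alone without ATP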
Starred values were filed as active, the others as inactive; / = no result given.

SMILES	V1aR counter	CHO-K1 Ca PAM	TAAR1 ag	TAAR1 antag	M1 ag	CHO parental Ca	M1 ag parental	OXTR potentiate	CHO-K1 Ca antag
Cc1[nH]n(-c2ccc([N+](=O)[O-])cc2)c(=O)c1C=NCCN1CCN(C(=O)c2ccccc2F)CC1	-0.3	1	0	2	-4	-15	-0.1	-17	-1
CC(C)N(CCCNC(=O)c1ccc(N2CCCC2=O)cc1)Cc1ccccc1	0.6	5	-1	-5	-7	-13	0.6	3	-10
COc1cc(S(=O)(=O)N2CCCCC2)ccc1NC(=O)c1ccccc1Cl	2.0	-2	6	14	-4	-12	4.7	-4	-4
Cc1ccc(-n2c(C)nn(-c3ncc(C(F)(F)F)cc3Cl)c2=O)cc1	0.7	17	4	-4	-5	-5	0.7	2	-8
Cc1nnc(SCc2nnc(-c3ccccc3)o2)n(N)c1=O	0.3	20	0	19	-6	3	0.4	-12	-6
COc1ccc(N2CCN(CC(=O)Nc3ccc(SC(F)F)cc3)CC2)cc1	4.5	15	4	15	-8	-11	12	0	4
Cc1ccc(/C=N/NC(=O)c2ccc(N(C)S(=O)(=O)c3ccccc3)cc2)cc1	4.0	-3	0	35	3	-17	0.9	-8	-11
CCC(C(=O)NC(C)(C)C)N(Cc1ccco1)C(=O)CNS(=O)(=O)c1ccc(OC)cc1 (centres undefined)	1.9	6	5	-5	-5	-16	0.3	-11	-1
COC(=O)c1ccccc1-c1ccc(/C=N/Nc2nc(N3CCCC3)nc(N3CCCC3)n2)o1	1.1	-8	10	69*	2	-29	4.9	-10	4
CSc1nsc(SCC(=O)Nc2ccc3c(c2)OCCO3)n1	0.5	20	1	5	-3	-9	0.5	-12	-8
CC(C)(C)c1nc2ccccc2[nH]1	2.7	14	5	3	-5	1	0.4	-6	-3
Cc1cc(C(F)(F)F)nc(SCc2ccc(C(=O)O)o2)n1	0.1	17	0	-9	-2	7	10	-5	-6
Cc1cc(NC(=O)/C=C/c2ccccc2)no1	-0.4	-5	13	-3	-7	-4	0.2	-3	3
CCCC(C)NC(=O)COC(=O)c1ccccc1SCC(=O)NC(C)CCC (centres undefined)	-0.3	8	1	0	-5	-5	0.2	-9	-7
CCCNC(=O)c1ccc(N2CCC3(CC2)CC(c2cccc(Br)c2)=NO3)c(NC(=O)c2cccc(C)c2)c1	1.1	20	0	-5	-5	-15	0.3	-1	-6
O=C(O)CSc1cc(C(F)(F)F)nc(-c2ccccn2)n1	0.8	19	1	-1	-1	7	0.9	-14	-6
O=C(Cn1cncn1)c1ccc(Cl)cc1	0.2	2	5	0	-2	2	0.4	-1	-8
Cc1ccsc1/C=N/NC(=O)c1ccc2c(c1)OCCO2	-0.9	2	0	-15	-1	-10	2.3	-7	-6
CCNc1nc(NCC)n2c(SCC(=O)Nc3cccc(F)c3)nnc2n1	-0.5	11	1	-42	-3	-14	1.5	-3	-10
C#CC[N+]1(CC#Cc2ccccc2)CCOCC1	-0.3	-5	3	-5	-6	-1	-0.6	-5	16
CC(C)(C)NC(=S)NC(C)(C)C	/	-5	2	-18	-2	/	1.0	/	-18
Cc1ccc(F)c(S(=O)(=O)NC(=O)C2(C)CCN2C(=O)C2(c3ccc(Cl)cc3)CC2)c1 (centres undefined)	/	10	1	-29	-1	/	0.8	/	-4
O=C(O)CC1(CC(=O)Nc2ccc(F)cc2F)CCCCC1	0.3	-10	0	0	0	-8	-0.1	6	6
CCOC(=O)c1c(C)[nH]c(C(=O)OCC(=O)c2ccccc2)c1C	-0.5	0	8	5	-4	-29	1.6	-2	5
O=C(COc1ccc(Cl)cc1)OCc1ccc(Cl)cc1	/	6	1	6	-4	/	-0.1	/	-3
COC(=O)C1=C(C)N(c2ccc(Cl)cc2)/C(=C/c2cccs2)C1=O	0.7	23	2	-3	-1	-15	0.1	-8	-2
CC(C)OC(=O)c1nn2c(C(F)(F)F)cc(-c3ccc(Br)o3)nc2c1Br	-0.4	18	0	-2	-6	1	0.1	1	-19
CCOCCCn1c(C)nc2c[n+](CC(=O)c3ccc4ccccc4c3)cc(Br)c21	0.0	4	0	-14	-8	-19	0.0	-7	-5
C/C(Cc1ccccc1)=N\NC(=O)CCCCCC(=O)N/N=C(\C)Cc1ccccc1	-1.2	-6	13	0	-6	-38	-0.2	-15	-5
O=C(Cn1nc(-c2ccccc2)oc1=O)OCC(=O)c1ccc(F)c(F)c1	0.6	-16	0	8	-3	-2	-0.1	-7	5
COc1ccc(-c2ccc(NS(=O)(=O)c3cc([N+](=O)[O-])ccc3C)cc2)nn1	0.9	7	0	-9	-2	8	1.0	-4	0
CCN(CC)S(=O)(=O)c1cc(Br)c(C)cc1OC	0.5	-5	5	3	-4	7	0.3	-8	-4
CCN(CC(=O)Nc1c(F)cccc1F)C(=O)c1ccc2c(c1)OCCO2	-0.5	-9	0	11	3	7	0.1	-14	13
Cc1ccc(C)c(NS(=O)(=O)c2cc(C(=O)NCc3ccccn3)ccc2Cl)c1	0.3	20	14	2	-1	-10	1.2	-7	-8
COc1ccc(N2Cc3ccccc3C2=NC(=O)c2ccc(C)cc2)cc1OC	0.9	18	1	-34	-5	-8	0.6	5	-17
O=C(C1CCCN(Cc2ccc(F)cc2)C1)N1CCCCC1 (centres undefined)	-0.1	14	2	-19	-9	-2	0.3	-12	-6
CC1CC(C)CN(C(=O)COC(=O)CNC(=O)C23CC4CC(CC(C4)C2)C3)C1 (centres undefined)	-1.0	9	2	-21	-4	-1	1.4	-6	-7
CSc1nc2nccc(-c3ccc4c(c3)OCO4)n2n1	-1.6	14	1	-33	-2	-2	-0.8	-9	-26
CCS(=O)(=O)Nc1ccc(C2=NN(C(=O)c3ccccc3)C(c3cccs3)C2)cc1 (centres undefined)	0.3	20	2	-55	-1	-13	0.6	-6	-4
COc1ccccc1N(C)S(=O)(=O)c1ccc(C(=O)N(CC(N)=O)C(C)C)cc1	0.9	-1	2	-6	-2	-4	0.0	-5	6
O=C(O)c1c(-c2ccccc2)c(-c2ccccc2)nc2ccccc12	2.4	-1	1	-22	-7	-11	0.4	-5	-1
O=C(OCC(=O)N1CCOCC1)c1cnc(Cl)c(Cl)c1	-0.4	4	3	-19	-3	-9	0.1	-5	-3
COc1cc(C)nc(NC(=O)COc2ccc(Cl)cc2C)n1	0.9	22	13	-6	-2	-6	0.1	-8	-4
COc1cccc2sc(NNC(=O)C3COc4ccccc4O3)nc12 (centres undefined)	0.7	11	0	-3	-6	4	2.4	-9	-7
O=[N+]([O-])c1ccc(O)c(/C=N/Nc2ccccc2[N+](=O)[O-])c1	3.2	20	8	24	-2	11	0.5	-11	0
COCc1c(C(=O)OCc2nc(N)nc(Nc3ccccc3C)n2)oc2ccccc12	-0.1	1	11	0	-4	-25	0.8	-3	0
CCC1(C(N)=O)CC2C=CC1C2 (centres undefined)	/	9	1	-22	0	/	0.5	/	-5
O=C(O)c1cccc(Cn2cc(Cl)cn2)c1	1.2	8	16	2	1	-10	-0.6	0	-3
NC(=O)c1cccnc1Nc1ccccc1F	-0.5	7	3	-6	-1	-5	-0.1	2	6
Clc1cccc(Cl)c1C1Nc2cccc3cccc(c23)N1	2.5	11	2	-1	-1	-13	2.5	-6	0
CC(C)C(=O)Nc1cccc(-c2nc3ccccc3o2)c1	-0.6	-4	10	11	-3	-15	0.7	1	7
CN(CCCC(=O)NCc1ccc2c(c1)OCO2)S(=O)(=O)c1ccc([N+](=O)[O-])cc1	3.9	-4	1	-10	3	0	2.1	-8	-3
Cc1cc(C)nc(SCC(=O)c2cc3ccccc3oc2=O)n1	0.1	17	3	-9	-3	-17	1.5	-16	-12
CCNC(=O)CN1C(=O)NC2(CCCCCC2)C1=O	1.3	14	11	1	-1	-5	0.5	-10	4
COCc1nnc(NS(=O)(=O)c2ccccc2)s1	0.3	-2	-1	11	-1	-1	0.3	-14	-10
CC1=C/C(=C(\c2ccc(O)c(C)c2)c2ccccc2S(=O)(=O)O)C=CC1=O	-0.1	-2	5	-9	-2	-3	0.5	-8	-9
CCCCCSc1nc2c(c(=O)[nH]c(=O)n2C)n1C(C)C	-0.8	-5	0	-15	-7	-14	0.0	-3	8

Arranged by value in TAAR1 ag (lowest first): six of the compounds above
Compound	TAAR1 ag	OXTR potentiate
O=C(O)CC1(CC(=O)Nc2ccc(F)cc2F)CCCCC1	0	6
CCCC(C)NC(=O)COC(=O)c1ccccc1SCC(=O)NC(C)CCC (centres undefined)	1	-9
O=C(OCC(=O)N1CCOCC1)c1cnc(Cl)c(Cl)c1	3	-5
COc1ccc(N2CCN(CC(=O)Nc3ccc(SC(F)F)cc3)CC2)cc1	4	0
CCN(CC)S(=O)(=O)c1cc(Br)c(C)cc1OC	5	-8
CCOC(=O)c1c(C)[nH]c(C(=O)OCC(=O)c2ccccc2)c1C	8	-2

Quoted at random: 3 records from the list
SMILES	V1aR counter	CHO-K1 Ca PAM	TAAR1 ag	TAAR1 antag	M1 ag	CHO parental Ca	M1 ag parental	OXTR potentiate	CHO-K1 Ca antag
CN(CCCC(=O)NCc1ccc2c(c1)OCO2)S(=O)(=O)c1ccc([N+](=O)[O-])cc1	3.9	-4	1	-10	3	0	2.1	-8	-3
CCOC(=O)c1c(C)[nH]c(C(=O)OCC(=O)c2ccccc2)c1C	-0.5	0	8	5	-4	-29	1.6	-2	5
NC(=O)c1cccnc1Nc1ccccc1F	-0.5	7	3	-6	-1	-5	-0.1	2	6
